# Screening data deposited in PubChem BioAssay by Broad Institute.
# GSIS activator – GLuc luminescence reporter in INS-1E cells, primary screen for activators of glucose-dependent secretion of insulin; INS-1E GLuc reporter insulin secretion, 2-3 h; activation, % at 16.6 µM; actives 0.61% (n = 370,000);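 active means lowest replicate activation of at least 40%, so every replicate reaches that level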;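 further: 0% = median of neutral control wells and 100% = median of IBMX positive control wells; some compounds called inactive have numbers as strong as hits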
# F508del corr – F508del CFTR correction, initial screen, CFBE line, single point; CFBE cells, YFP halide quenching; stimulated with forskolin plus potentiator P3; % fluorescence drop versus neutral controls; AID 720511, 2013; activity (quench increase), % at 7.58 µM; actives 0.36% (n = 350,000);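 active means mean added fluorescence quench of at least 8% versus neutral control, with both replicates also reaching 8%; inconclusive means only one of the mean or replicate conditions met; inactive means mean below 8% and not both replicates reaching 8%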;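 further: cells transiently co-express mutant CFTR-F508del with the halide-sensitive YFP; corrector assay measuring rescue of mutant channel to the surface after 24 h compound exposure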
# RAD54 branch – inhibitors of human RAD54 branch migration, primary screen, biochemical, fluorescence, single point. DNA repair and recombination protein RAD54-like (Homo sapiens), Q92698. RAD54 Holliday junction branch migration, FAM/BHQ fluorescence. inhibition, % at 10.4 µM. actives 0.14% (n = 360,000);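 active means mean normalized replicate activity at least 40 and at least half of replicates scoring 40 or more; inconclusive means only one of the two criteria met; inactive means mean below 40 and under half of replicates reaching 40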;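 further: 0% = median of neutral control wells and 100% = median of positive control wells; inhibitors cause a drop in the FAM fluorescence signal; in these data hits start at about 50%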
# Target sequence (Q92698 whole entry, looked up): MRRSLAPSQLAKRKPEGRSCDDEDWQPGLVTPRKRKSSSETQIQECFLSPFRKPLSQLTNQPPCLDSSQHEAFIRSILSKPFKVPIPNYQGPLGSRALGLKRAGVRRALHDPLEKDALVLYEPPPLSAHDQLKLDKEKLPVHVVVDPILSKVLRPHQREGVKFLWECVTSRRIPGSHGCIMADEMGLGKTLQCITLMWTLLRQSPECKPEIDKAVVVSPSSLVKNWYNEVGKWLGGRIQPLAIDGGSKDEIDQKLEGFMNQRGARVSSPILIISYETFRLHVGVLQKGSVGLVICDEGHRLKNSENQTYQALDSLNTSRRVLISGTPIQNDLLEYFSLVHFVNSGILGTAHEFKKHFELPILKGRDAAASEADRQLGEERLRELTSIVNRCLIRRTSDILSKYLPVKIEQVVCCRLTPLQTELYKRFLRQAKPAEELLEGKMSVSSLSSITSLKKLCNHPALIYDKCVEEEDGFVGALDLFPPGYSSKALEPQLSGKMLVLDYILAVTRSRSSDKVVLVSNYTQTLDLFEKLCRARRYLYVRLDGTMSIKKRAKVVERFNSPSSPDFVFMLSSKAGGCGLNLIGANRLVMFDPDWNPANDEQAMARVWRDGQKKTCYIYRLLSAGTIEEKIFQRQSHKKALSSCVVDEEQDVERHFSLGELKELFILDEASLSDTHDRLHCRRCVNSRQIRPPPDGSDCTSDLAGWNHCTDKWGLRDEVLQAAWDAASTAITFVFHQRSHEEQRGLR
# Xi reactivation – activators of inactive X chromosome reactivation, primary screen, imaging, XiGFP fibroblasts, GFP high-content imaging, set 2. XiGFP mouse fibroblasts, % GFP-positive cells imaging, 3 d; cells co-treated with 5-aza-dC sensitizer; scaled so ellipticine positive control = 100%. activation, % at 7.58 µM. actives 0.055% (n = 360,000);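 active means mean normalized replicate activation at least 10% and every replicate at or above 10%; inconclusive means only one of the two criteria met; inactive means mean below 10% and not all replicates reach 10%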;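 further: 0% = median of on-plate neutral control wells and 100% = ellipticine 6 µM median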
#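 System: 68-5-11 XiGFP fibroblast line | Buffer or medium: DMEM containing 5-aza-dC | Compound: Single point | Times: Compounds 3 days, fix/stain 15 min at room temperature | Benchmarks: Positive control ellipticine, 6 µM final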
# esBAF inh – Bmi1 luciferase reporter increase in mESCs, primary screen, esBAF inhibitor project, mouse ES cells, Bmi1 luciferase knock-in, single point; actives 2% (n = 350,000); reporter increase, % at 12.5 µM; 24 h; 100% = twice the neutral-well signal; in the data active means activation above about 40%; inconclusive means no clear call, values can overlap the other calls;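 further: 0% = median of the plate's neutral control wells and 100% = double that signal; a rise in the Bmi1 reporter signal indicates esBAF inhibition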
# ERAP1 HTS inh – human ERAP1 aminopeptidase inhibitors, primary screen, biochemical, single point, plate reader; recombinant ERAP1, Leu-AMC fluorescence, 60 min; inhibition, % at 10.7 µM; actives 0.15% (n = 340,000);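 active means mean replicate inhibition of at least 30%, or all replicates individually reaching that 30% level; inactive means mean below 30% and not every replicate reaching it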;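 further: 0% = neutral control wells and 100% = L-leucinethiol positive control wells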
# ARNT TACC3 PPI – disruptors of ARNT/TACC3 protein interaction, primary screen, biochemical, AlphaScreen, single concentration | Transforming acidic coiled-coil-containing protein 3 (Homo sapiens), Q9Y6A5 | inhibition, % at 9.99 µM | AlphaScreen His-ARNT PAS-B/GST-TACC3 binding, luminescence; TACC3 fragment carries E629A point mutation | actives 0.66% (n = 390,000) | AID 623870, 2012;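 active means mean inhibition of replicates at least 50% and at least half of replicates each reaching 50%; inconclusive means half or more replicates reach 50% but mean below 50%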;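 further: 0% = complete ARNT plus TACC3 wells and 100% = ARNT alone without TACC3; many hits fall short of the cut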
# RAD52 anneal inh – RAD52 DNA annealing inhibitors, primary screen, biochemical, FRET, single point, set 2; DNA repair protein RAD52 homolog (Homo sapiens), P43351; recombinant RAD52 DNA annealing, FRET fluorescence; inhibition, % at 18.7 µM; actives 0.46% (n = 360,000); AID 651710, 2012;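 active means every replicate showing at least 50% inhibition; inconclusive means mean inhibition at least 50% but not in every replicate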
# Starred values were filed as active, the others as inactive; i = inactive; u = inconclusive; x = no result given; & = joins results of further samples. The order is random; overall some 3.3% were active at least once.
SMILES,GSIS activator,F508del corr,RAD54 branch,Xi reactivation,esBAF inh,ERAP1 HTS inh,ARNT TACC3 PPI,RAD52 anneal inh
Cn1cc(-c2cccc3nncn23)cn1,-1,2.0,5,0.1,-12,9,x,-5
Nc1ccc(S(=O)(=O)NN=CC=Cc2ccccc2[N+](=O)[O-])cc1,-5,3.3,x,0.2,3,1,1,-15
O=C(Nc1cccc(NC(=O)c2ccco2)c1)c1ccc2c(c1)OCO2,x,-1.8,2,x,6,0,12,-37
CCC(Sc1nncn1C)C(=O)Nc1ccccc1OC (stereo not given),15,x,0,x,-6,x,-11,x
CCc1n[nH]c(=S)n1/N=C/c1cccc2ccccc12,18,0.1,4,0.0,6,-3,9,11
O=C(CCCn1nnc2ccccc2c1=O)N[C@@H](Cc1ccccc1)C(=O)O,17,-0.8,2,0.0,4,-2,-2,-13
NC(=S)Nc1ccccc1Br,1,-0.4,0,0.1,6,x,-2,-17
COc1ccc(CNC(=O)CCN2C(=O)c3ccccc3C2=O)cc1OC,0,-0.3,5,0.3,5,3,-2,-12
Cc1ccc(C(=O)OCC(=O)Nc2ccc3[nH]c(=O)[nH]c3c2)cc1[N+](=O)[O-],x,-1.9,-6,-0.3,-2,-2,6,-15
O=C(NCc1ccco1)c1ccc(Cn2c(=O)c3sccc3n(Cc3ccc(F)cc3)c2=O)cc1,-1,-1.5,-4,-0.2,-4,-1,-8,-10
CN(Cc1ccccc1F)C(=O)c1ccc(NC(=O)CC2SC(N3CCCCC3)=NC2=O)cc1 (stereo not given),x,-0.5,-6,0.2,17,0,-5,-35
O=C(O)CCSc1ccccn1,1,-3.9,x,0.1,4,0,27,-12
C[C@H]1CCCCO[C@@H](CN(C)CC2CCCCC2)[C@@H](C)CN([C@@H](C)CO)C(=O)c2cc(NC(=O)c3ccccc3)ccc2O1,1,-2.4,6,0.1,-2,2,-14,i
O=C(Nc1ccc(F)cc1F)c1ccc(S(=O)(=O)NCc2ccco2)cc1,0,-1.4,1,0.5,7,0,-2,-15
CC(C)CC#Cc1cnc2c(c1)C(=O)N([C@@H](C)CO)C[C@@H](C)[C@@H](CN(C)CC1CCOCC1)O2,-3,2.6,-7,-0.2,0,1,-2,-2
Cc1c(NC(=O)c2cc(-c3cccs3)nc3ccccc23)c(=O)n(-c2ccccc2)n1C,-6,-1.0,x,0.0,x,6,-2,-13
O=C(CN1CCN(c2cccc(Cl)c2)CC1)Nc1ccc(S(=O)(=O)N2CCOCC2)cc1,-21,0.0,-9,0.2,1,-1,1,-15
Cn1c(NCC2CCCO2)nc2c1c(=O)n(Cc1ccccc1)c(=O)n2C (stereo not given),-3,x,1,x,-1,x,-1,x
CCOC(=O)C1=C(COC(=O)CCCOc2ccccc2)NC(=O)NC1C (stereo not given),-1,2.2,2,-0.1,8,3,-5,-7
O=C(C[C@H]1CC[C@H](NC(=O)Nc2ccc(C(F)(F)F)cc2)[C@H](CO)O1)NCc1cccc(F)c1,-11,3.8,-1,0.5,-5,-3,4,3
Cc1ccc(CNC(=O)c2ccc(N3CCC4(CC3)CC(c3cccc(Br)c3)=NO4)c(NC(=O)c3ccc(Br)cc3)c2)cc1,-16,-2.3,-4,0.0,12,3,-3,-34
C[C@@H]1CN([C@H](C)CO)C(=O)Cc2cc(NS(C)(=O)=O)ccc2O[C@H]1CN(C)C(=O)Nc1cccc2ccccc12,-12,0.2,-1,0.0,0,-4,-15,-2
CCc1ccc([C@@H]2C[C@H]3[C@@H](CN2S(=O)(=O)c2ccc(C)cc2)C(=O)C[C@@H](c2ccc(C)cc2)N3S(=O)(=O)c2ccc(C)cc2)cc1,17,-3.7,4,0.0,-2,x,x,-13
COc1ccc(CC2(CO)CCN(S(=O)(=O)c3c(C)nn(C)c3Cl)CC2)cc1,x,1.7,x,0.2,x,-1,-10,-7
COCCN(C(=O)CSc1nnc(-c2ccccc2OC)o1)c1c(N)n(CC(C)C)c(=O)[nH]c1=O,4,1.9,x,-0.2,x,-2,x,-4

# Arranged by value in esBAF inh (falling): 5 of the compounds above
molecule	GSIS activator	F508del corr	esBAF inh	ERAP1 HTS inh	ARNT TACC3 PPI	RAD52 anneal inh
CN(Cc1ccccc1F)C(=O)c1ccc(NC(=O)CC2SC(N3CCCCC3)=NC2=O)cc1 (stereo not given)	x	-0.5	17	0	-5	-35
O=C(CCCn1nnc2ccccc2c1=O)N[C@@H](Cc1ccccc1)C(=O)O	17	-0.8	4	-2	-2	-13
C[C@@H]1CN([C@H](C)CO)C(=O)Cc2cc(NS(C)(=O)=O)ccc2O[C@H]1CN(C)C(=O)Nc1cccc2ccccc12	-12	0.2	0	-4	-15	-2
Cc1ccc(C(=O)OCC(=O)Nc2ccc3[nH]c(=O)[nH]c3c2)cc1[N+](=O)[O-]	x	-1.9	-2	-2	6	-15
CCC(Sc1nncn1C)C(=O)Nc1ccccc1OC (stereo not given)	15	x	-6	x	-11	x

# Going on with the list.
SMILES,GSIS activator,F508del corr,RAD54 branch,Xi reactivation,esBAF inh,ERAP1 HTS inh,ARNT TACC3 PPI,RAD52 anneal inh
N#C[C@@H]1[C@H](c2ccccc2)[C@@H](CO)N1S(=O)(=O)c1cccc(F)c1,1,-1.8,10,-0.1,-5,2,-2,-29
Cn1cc(Br)c(C(=O)NC2CCCCCC2)n1,x,2.0,-7,-0.1,11,-5,-6,0
CCOC(=O)C1Nc2c(F)cc(C)cc2C2c3ccccc3CC12 (stereo not given),x,1.4,-4,-0.4,2,-5,-4,-21
O=C(Oc1ccccc1C(=O)Nc1ccccc1)c1ccc(Br)c([N+](=O)[O-])c1,-10,x,x,0.3,x,10,-13,-5
Cc1c(C)n(C)c2ccc(C(=O)NCCCN3CCCC3)cc12,22,-2.7,1,0.0,-4,0,-5,-11
COc1cc(Cn2c3ccc(NC(=O)NCc4ccc(F)cc4)cc3c(=O)n2C)ccc1F,-36,-1.9,-9,0.1,-12,-3,x,-29
CCn1c(COc2ccc(C)cc2)nnc1SCc1ccc(C#N)cc1,-42,0.7,-24,x,6,2,1,-7
C[C@@H]1CN([C@@H](C)CO)C(=O)c2cc(C#C[C@@H](C)O)cnc2O[C@H]1CN(C)C(=O)CN1CCOCC1,10,-2.6,3,0.0,2,7,1,-6
CCCNC(=O)Nc1ccc2c(c1)OC[C@@H](C)N(C(=O)c1ccccc1F)C[C@@H](C)[C@@H](OC)CN(C)C2=O,4,0.6,1,-0.3,0,-1,-5,16
O=C(Cc1ccccc1)N1CC2(C1)[C@H](c1ccccc1)[C@H](CO)N2C(=O)c1cccnc1,7,-1.1,x,0.0,x,x,x,-11
Cc1oc(-c2ccccc2Cl)nc1CN1CCCCC1CO (stereo not given),-6,3.8,x,0.3,x,6,4,-7
CC1CCN(CC(O)COC2CC(C)CC(C)(C)C2)CC1 (stereo not given),9,2.1,-2,-0.2,-4,0,x,-17
O=C(/C=C/c1ccccc1)OCC(=O)c1c[nH]c2ccccc12,x,-0.6,x,-0.1,x,3,-4,-40
O=C(CSc1nnc(-c2ccco2)o1)N1CCCCC1,6,-2.0,4,0.0,x,-2,x,-2
CCOC(=O)C1=C(C)NC(C)=C(C(=O)OCC)C1C(=O)OCC(=O)Nc1ccc(NC(C)=O)cc1,-14,-2.3,-7,0.2,4,9,x,4
Cn1ccc2c(N(c3ccccc3)C3CCCCC3)cc3c(c21)C1CCC3O1 (stereo not given),-5,-2.1,4,x,1,1,x,-15
COc1ccc(OC)c(-c2cnc(OC(C)(C)C)nc2OC(C)(C)C)c1,3,14*,-5,0.0,9,0,x,3
CCOCC(=O)OCC(=O)NC12CC3CC(CC(C3)C1)C2,0,1.0,x,0.1,x,-2,x,-17
COc1ccc(NC(=O)CCCN2C(=O)CN(C)C2=O)cc1Cl,16,2.9,-5,-0.1,-5,5,2,-15
CC1(C)Nc2ccccc2C(=O)N1NC(=O)c1ccccc1,-6,-4.3,0,0.0,1,-3,-4,-5
CN(C)CC(=O)Nc1ccc2c(c1)[C@H]1C[C@@H](CC(=O)NCc3ccccn3)O[C@@H](CO)[C@H]1O2,18,0.2,3,0.1,-2,-3,1,-11
Cc1ccc(C(C)C)cc1OCC(=O)N/N=C/c1ccc2c(c1)OCCO2,-25,1.0,x,-0.1,17,-2,2,-8
COc1ccc(CN(C)S(=O)(=O)c2nnc(NC(=O)c3cccc(OC)c3)s2)cc1,-11,-4.3,11,0.2,5,-1,6,-45
COc1ccc2[nH]c3c(c2c1)CCN1C(=O)C(CC(=O)NCc2ccc(OC)c(OC)c2)C[C@H](C(=O)N2CCOCC2)[C@@]31C (stereo not given in full),-4,0.1,11,0.0,-2,0,-5,-6
C[C@H](O)C#Cc1cnc2c(c1)C(=O)N([C@H](C)CO)C[C@@H](C)[C@H](CN(C)C(=O)Nc1ccc(C(F)(F)F)cc1)O2,15&1,-0.2&2.8,-6&4,0.0&-0.9,2&-2,2&1,7,1&11

# Structures shown so far that contain a cyano group:
SMILES,GSIS activator,F508del corr,RAD54 branch,Xi reactivation,esBAF inh,ERAP1 HTS inh,ARNT TACC3 PPI,RAD52 anneal inh
N#C[C@@H]1[C@H](c2ccccc2)[C@@H](CO)N1S(=O)(=O)c1cccc(F)c1,1,-1.8,10,-0.1,-5,2,-2,-29
CCn1c(COc2ccc(C)cc2)nnc1SCc1ccc(C#N)cc1,-42,0.7,-24,x,6,2,1,-7

# More entries follow.
SMILES,GSIS activator,F508del corr,RAD54 branch,Xi reactivation,esBAF inh,ERAP1 HTS inh,ARNT TACC3 PPI,RAD52 anneal inh
COc1ccc(-c2ccc3c(c2)[C@H]2[C@H](CCN2S(=O)(=O)c2ccc(OC)cc2)[C@H](CO)N3C)cc1,6,u,7,-0.1,-12,1,-1,49
O=C(Nc1ccccc1N1CCOCC1)c1cc2ccccc2o1,19,-3.0,0,0.2,17,1,2,-5
COc1cc(C(c2c(C(=O)O)[nH]c3ccccc23)c2c(C(=O)O)[nH]c3ccccc23)ccc1OCc1ccccc1,17,0.6,15,-0.1,1,13,3,-11
COc1ccc(OC)c(NC(=O)COC(=O)COc2ccc(Nc3ccccc3)cc2)c1,x,-0.2,6,0.3,9,3,2,-9
O=C(Nc1cccnc1)c1ccc(NS(=O)(=O)c2cccc([N+](=O)[O-])c2)cc1,21,0.0,x,-0.1,-7,x,8,-10
Cc1nc(S(=O)(=O)N2CCN(C3c4ccccc4-c4ccccc43)CC2)cn1C,-8,-1.2,14,-0.1,x,1,x,-8
COCC(=O)Nc1ccc2c(c1)C(=O)N(C)C[C@H](OC)[C@@H](C)CN(Cc1cccc(F)c1)[C@@H](C)CO2,-9,0.9,7,0.0,-3,-1,-10,-8
